BAZ2B block = qHTS Assay for Inhibitors of BAZ2B; Bromodomain adjacent to zinc finger domain protein 2B (Homo sapiens), Q9UIF8; AlphaScreen BAZ2B-H3K14Ac peptide displacement; Potency, µM (series often up to 114 µM), without a hit: at the top dose activity change, negative = inhibition, most hits filed as inhibitors; actives 4.4% (n = 360,000); AID 504333, 2011; also: % is scaled to controls: 0 for no effect and ±100 for the full control effect; nearly all actives have a fitted effect of over 60% in size
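BAZ2B 50 nM plus b-H3(5-23)K14Ac 50 nM, PBS pH 7.4/0.01% Tween-20, 30 min RT; compound added (max 110 uM), 30 min RT; streptavidin donor/Ni-chelate acceptor beads 10 ug/mL final, 20 min dark; AlphaScreen read.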
G9a block = qHTS Assay for Inhibitors of Histone Lysine Methyltransferase G9a; Histone-lysine N-methyltransferase EHMT2 (Homo sapiens), Q96KQ7; Potency, µM (doses to about 102 µM), without a hit: top-dose activity, negative = inhibition, hits mostly inhibitors; G9a H3K9 monomethylation, AlphaScreen, 2 h; actives 8.8% (n = 350,000); also: % is scaled to controls: 0 for no effect and ±100 for the full control effect; nearly all actives have a fitted effect of over 75% in size
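Compounds were preincubated with 20 nM G9a for 15 min, after which biotinylated H3K9 peptide (500 nM) and SAM (20 uM) started a 2 h room-temperature reaction. Monomethylated product was quantified by antibody-based AlphaScreen chemiluminescence.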
PGK inhibitor = qHTS Assay to Find Inhibitors of Phosphoglycerate Kinase. AID 602233, 2012. Potency, µM (highest dose often 57.5 µM), for the others: at the top dose activity change, negative = inhibition, usual class: inhibitors. Phosphoglycerate kinase, glycosomal (Trypanosoma brucei brucei), P07378. PGK/GAPDH coupled, Kinase-Glo luminescence, 60 min. actives 0.043% (n = 380,000); also: % is scaled to controls: 0 for no effect and ±100 for the full control effect; nearly all actives have a fitted effect of over 60% in size
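Recombinant glycosomal PGK reaction used 1,3-bisphosphoglycerate generated in-well by GAPDH (100nM final) in 100mM TEA pH 7.6, 5mM MgCl2, 0.01% Tween-20. After 60 minutes at room temperature, ATP was read by Kinase-Glo Plus luminescence end-point.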
Pol iota inh = qHTS for Inhibitors of Polymerase Iota | Pol iota fluorescent replication assay, 10 min | DNA polymerase iota (Homo sapiens), Q9UNA4 | actives 1% (n = 390,000) | Potency, µM (titrated, usually from 115 µM), without a hit: at the highest dose activity, negative = inhibition, most hits filed as inhibitors
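Fluorescent replication assay read twice, at 0 min and 10 min after adding 50 nM (final) substrate. Enzyme (10 nM) and compounds were first incubated 15 min at room temperature; enzyme-free buffer wells were negative controls.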
GLS inhibitor = qHTS for Inhibitors of Glutaminase (GLS); Glutaminase kidney isoform, mitochondrial (Homo sapiens), O94925; actives 0.21% (n = 410,000); Potency, µM (highest dose often 45.5 µM), for the others: at the highest dose activity change, negative = inhibition, hits mostly inhibitors; AID 624170, 2012; GLS enzymatic activity, qHTS titration; also: % is scaled to controls: 0 for no effect and ±100 for the full control effect
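Coupled fluorescence readout: glutamate oxidase/HRP/Amplex Red detect glutamate formed by hKGA from L-glutamine (1 mM solution added). Buffer 45 mM KH2PO4 pH 8.2, 0.02% Tween-20; reads at t0 and 30 min RT.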
JMJD2A Tudor = qHTS Assay for Inhibitors of JMJD2A-Tudor Domain; AlphaScreen JMJD2A-Tudor / H3K4me3 peptide binding; actives 4.4% (n = 390,000); Potency, µM (top dose mostly 114 µM), for the others: top-dose activity change, negative = inhibition, hits mostly inhibitors; Lysine-specific demethylase 4A (Homo sapiens), O75164; also: % is scaled to controls: 0 for no effect and ±100 for the full control effect; nearly all actives have a fitted effect of over 50% in size
HP1b binding inh = HTS for Inhibitors of HP1-beta Chromodomain Interactions with Methylated Histone Tails | Potency, µM (top dose mostly 114 µM), for inactives: at the highest dose activity change, negative = inhibition, hits mostly inhibitors | actives 0.56% (n = 390,000) | AID 540317, 2011 | AlphaScreen HP1-beta / biotin-H3K9me3 peptide binding | Chromobox protein homolog 1 (Homo sapiens), P83916; also: nearly all actives have a fitted effect of over 70% in size; inactives centre near 23
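HP1-beta protein (50 nM final) preincubated 30 min at room temperature with biotinylated H3(1-18)K9me3 peptide (50 nM) in PBS pH 7.4, 0.01% Tween-20, then compound added for 30 min. AlphaScreen streptavidin donor/nickel chelate acceptor beads (10 ug/mL final), 30 min dark, luminescence read.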
Pin1 inhibitor = qHTS Assay to Find Inhibitors of Pin1; Peptidyl-prolyl cis-trans isomerase NIMA-interacting 1 (Homo sapiens), Q13526; actives 0.009% (n = 390,000); Potency, µM (doses to about 115 µM), inactives show top-dose activity, negative = inhibition, most hits filed as inhibitors; Pin1 FP peptide displacement, HiFluor488, 10 min; active = well fitted inhibition curve with a large enough effect in the polarisation, with a control signal flat, not every such curve was filed as active; inconclusive = small, poorly fitted or top-dose-only effect, or effect the other way, or a change in a side signal; inactive = no such curve, though single readings can be large or run the other way; the % refers to the polarisation; also: % is scaled to controls: 0 for no effect and ±100 for the full control effect
BLM helicase inh = qHTS Assay for Inhibitors of Bloom's syndrome helicase (BLM). recombinant BLM DNA unwinding, fluorescence dequenching. Potency, µM (series often up to 56.1 µM), for inactives: at the top dose activity change, negative = inhibition, usual class: inhibitors. actives 0.2% (n = 350,000);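 also: plate controls were vehicle for no effect and no enzyme for full effect; nearly all actives have a fitted effect of over 35% in size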
Starred values were filed as active, the others as inactive; i = inactive; ? = inconclusive; . = no result given; [ ] = remark or other dose. Unless noted, calls follow the shape of the dose curve; as a rule, active = well fitted curve in the direction sought with a large enough effect; inconclusive = small, poorly fitted or top-dose-only effect, or another doubt; inactive = no such curve, though single readings can be large; an effect the other way counts as inactive or inconclusive. Potency is read from the fitted curve at half-maximal effect. Only part of the results is shown; the hit share may differ from the screen's.

item	BAZ2B block	G9a block	PGK inhibitor	Pol iota inh	GLS inhibitor	JMJD2A Tudor	HP1b binding inh	Pin1 inhibitor	BLM helicase inh	Compound
1	-19%	-15%[59 µM]	3%	-5%	-4%	-12%	30%	-1%	-10%	CCOc1ccc(C(=O)NCCc2sc3nc(-c4ccc(Cl)cc4)nn3c2C)cc1OCC
2	3%	9%[59 µM]	0%	2%	-3%	2%	50%[activator]	0%	-5%	O=C(Nc1cccc(C(F)(F)F)c1)c1cc(-c2ccc(Cl)s2)nc2ccccc12
3	89%[activator]	171%[activator]	4%	7%	3%	32%	210%[activator]	3%	-9%	O=S(=O)(NCCC1=CCCCC1)c1ccc(Br)cc1
4	-2%	?	-3%	-9%	-1%	-1%	30%	-4%	-4%	COCC(=O)N1CCC(Oc2ccc(C(=O)N3CCCCCCC3)cc2)CC1
5	-39%	45µM*	1%	9%	0%	28µM*	?	-7%	-1%	CCOC(=O)C1CCCN(Cc2ccc(OC)c(OCc3ccccc3)c2)C1 (configuration not stated)
6	4%	68%[activator]	-2%	24%	-4%	-1%	27%	3%	0%	O=CN1CCN(C(=O)c2ccc(Br)o2)CC1
7	10%	-24%[59 µM]	2%	10%	4%	10%	23%	-4%	-2%	Cc1ccc2c(=O)cc(C(F)F)oc2c1
8	26%	36%	-2%	-4%	-3%	-12%	40%	7%	0%	CC1CCN(C(=O)Cn2nc(C(F)(F)F)c3c2CCCC3)CC1
9	3%	10%	-3%	18%	0%	-10%	19%	0%	0%	CCC1(CC)N([O-])C(C)=C(c2ccccc2)[N+]1=O
10	-25%	-28%[12.7 µM]	1%	21%	1%	-7%	37%	1%	-5%	COc1ncnc2c1N[C@@](C)(O)c1c(F)c(F)c(F)c(F)c1S2
11	-5%	-11%[59 µM]	i	4%	7%	-11%	22%	9%	-1%	Cc1cc(C)cc(NC(=O)CN2C(=O)c3ccccc3Sc3ccc(C(=O)N4CCOCC4)cc32)c1
12	-4%	45µM*	-10%	7%	1%	-6%	64%[activator]	?	-4%	CCC1C2CN(C(C)=O)CC=C2C(C#N)=C(N)C1(C#N)C#N (configuration not stated)
13	?	?	-8%	9%	27%	-34%	-13%	-21%	-10%	CCOC(=O)CNc1ccc2c(c1)OCO2
14	0%	?	i	114%[activator]	-22%	-4%	47%[activator]	17%	-6%	CCn1c(O)c(C=C2N=c3ccccc3=N2)sc1=S
15	-2%	17%	-1%	126%[activator]	6%	-16%	4%	2%	-2%	COc1ccc(C(=O)N2CCOC2CNC(=O)C(=O)NCc2ccc(F)cc2)cc1 (configuration not stated)
16	-23%	6%	-10%	?	4%	-30%	9%	7%	7%	C=CCn1c(COc2ccc3c(c2)CCCC3)nnc1SCC(=O)Nc1cccc(SC)c1
17	-2%	5%	2%	4%	1%	-10%	24%	9%	-3%	CCc1nc(SCC(=O)Nc2nnc(CC)s2)c2c(C)c(C)sc2n1
18	6%	2%	8%	-1%	-2%	-5%	39%[activator]	-1%	-2%	Cc1cc2c(o1)CC(C)(C)CC2=O
19	-10%	?	-2%	11%	8%	-14%	34%	2%	0%	CC(=O)n1cc([C@@H]2C=C(C(=O)O)O[C@H](OCc3ccc(CO)cc3)C2)c2ccccc21
20	-2%	17%	-5%	16%	-4%	-7%	48%[activator]	10%	-2%	Cc1ccc(N(C(=O)c2snc(C(N)=O)c2N)C(C(=O)NC2CCCC2)c2ccncc2)cc1 (configuration not stated)
21	3%	-2%	-5%	2%	-3%	-12%	6%	-1%	-1%	COc1ccccc1-n1cnc2c(c1=O)c1nc3ccccc3nc1n2CCc1ccccc1
22	13%	32%	i	-13%	3%	23%	84%[activator]	61%[activator]	-3%	O=C(COC(=O)CCCOc1ccc(Cl)cc1Cl)NCc1ccccc1
23	-14%	-22%[59 µM]	-1%	36%[activator]	0%	-10%	27%	1%	-3%	CC12CCC(C(=O)N(NC(=O)c3ccccc3Cl)C1=O)C2(C)C (configuration not stated)
24	-1%	5%	-5%	57%[activator]	-26%	-7%	3%	-5%	-4%	O=C(Nc1cccc(NC(=O)c2c(F)cccc2F)n1)c1c(F)cccc1F

Whole records as entered above. Order of screens: BAZ2B block	G9a block	PGK inhibitor	Pol iota inh	GLS inhibitor	JMJD2A Tudor	HP1b binding inh	Pin1 inhibitor	BLM helicase inh
`CC12CCC(C(=O)N(NC(=O)c3ccccc3Cl)C1=O)C2(C)C` (configuration not stated) as listed: -14%	-22%[59 µM]	-1%	36%[activator]	0%	-10%	27%	1%	-3%
`C=CCn1c(COc2ccc3c(c2)CCCC3)nnc1SCC(=O)Nc1cccc(SC)c1` as listed: -23%	6%	-10%	?	4%	-30%	9%	7%	7%
`CC(=O)n1cc([C@@H]2C=C(C(=O)O)O[C@H](OCc3ccc(CO)cc3)C2)c2ccccc21` as listed: -10%	?	-2%	11%	8%	-14%	34%	2%	0%
`COc1ccc(C(=O)N2CCOC2CNC(=O)C(=O)NCc2ccc(F)cc2)cc1` (configuration not stated) as listed: -2%	17%	-1%	126%[activator]	6%	-16%	4%	2%	-2%

Continued:
item	BAZ2B block	G9a block	PGK inhibitor	Pol iota inh	GLS inhibitor	JMJD2A Tudor	HP1b binding inh	Pin1 inhibitor	BLM helicase inh	Compound
25	-11%	?	6%	17%	4%	-16%	-2%	1%	-5%	O=C(c1ccc(Cl)c(S(=O)(=O)N2CCOCC2)c1)N1CCN(c2ccccc2)CC1
26	36%[activator]	25%[59 µM]	-7%	0%	1%	1%	59%[activator]	3%	1%	Cc1ccc(C)c(NC(=O)Cn2c(=O)n(CC3CCCO3)c(=O)c3ccccc32)c1 (configuration not stated)
27	6%	-4%[12.7 µM]	-5%	9%	7%	-24%	21%	-10%	0%	Cc1cccc(NC(=O)CC2SC(=NC3CCCCC3)NC2=O)c1 (configuration not stated)
28	?	-6%[12.7 µM]	0%	2%[58.9 µM]	2%	-1%	27%	-7%	0%	CN(c1ccc(C(=O)NCCc2ccccc2)cc1)S(C)(=O)=O
29	-14%	?	-2%	11%	12%	-4%	15%	10%	-5%	Cc1cc(NC(=O)CSc2nc(-c3ccco3)cc(C(F)(F)F)n2)n(-c2ccccc2)n1
30	6%	-8%[59 µM]	i	6%	3%	-9%	21%	0%	4%	CC(C)NCC(O)COCCOc1ccc(Br)cc1 (configuration not stated)
31	-23%	?	-5%	-19%	-12%	-20%	38%	-4%	-4%	Cc1ccccc1-c1nc(CS(=O)(=O)CC(=O)NCc2ccccc2)c(C)o1
32	0%	-9%	-1%	-17%	0%	-12%	28%	-5%	-1%	COc1ccc(C(=O)NCc2ccon2)cc1OC1CCN(C(C)C)CC1
33	?	?	-2%	-15%	0%	-29%	4%	6%	-11%	Cc1cccc(-n2ncc3c(NCCCn4ccnc4)ncnc32)c1
34	.	-10%[59 µM]	-8%	24%	0%	2%	8%	1%	-4%	COCCOC(=O)C1=C(C)NC(=O)NC1c1c(F)cccc1Cl (configuration not stated)
35	10%	37%[activator][12.7 µM]	-2%	13%	-1%	-7%	33%	1%	.	O=C(COC(=O)/C=C/c1ccc(F)cc1)NCc1cccs1
36	?	6%	-3%	207%[activator]	-6%	-29%	-21%	9%	-2%	COc1ccc(NC(=O)COC(=O)Cc2c[nH]c3ccccc23)cc1OC
37	4%	18%	i	-8%	11%	-17%	20%	2%	0%	C[C@]12C=CC(=O)C=C1CC[C@@H]1[C@@H]2[C@@H](O)C[C@@]2(C)[C@H]1CC[C@]2(O)C(=O)COC(=O)CCC(=O)NCCc1ccc(O)cc1
38	-13%	21%	-3%	31%	1%	0%	17%	-9%	-2%	CCC(NC(=O)c1ccncc1)c1ccccc1 (configuration not stated)
39	-7%	9%[59 µM]	-12%	-2%	-1%	-30%	39%[activator]	2%	2%	O=C(NCc1ccco1)c1cc(-c2cccs2)nc2ccccc12
40	2%	-4%[59 µM]	0%	-17%	4%	-3%	37%	1%	2%	COc1ccccc1-n1c(=O)c2c3c(sc2n(C)c1=O)CN(C(C)=O)CC3
41	-31%	22µM*	i	-9%	18%	63µM*	-7%	6%	-10%	CC1(C)Cc2c(C#N)c(SCC(=O)c3ccccc3)nc(N3CCOCC3)c2CO1
42	-9%	.	i	18%	-6%	-10%	28%	2%	-3%	CCOc1ccccc1CN1CCN(Cc2ccc(C)o2)C(CCO)C1 (configuration not stated)
43	-3%	9%[59 µM]	.	18%	8%	-23%	17%	-8%	-3%	CCOc1ccc(-c2nnc(SCC(=O)Nc3cccc(Cl)c3C)o2)cc1
44	-15%	.	i	44%	0%	-3%	40%[activator]	-4%	-2%	Cn1nc(-c2ccccc2)cc1NS(=O)(=O)c1ccccc1
45	10%	11%	.	6%	-2%	-1%	14%	3%	0%	O=C(NC1CCCCC1)c1ccc(S(=O)(=O)NCc2cccnc2)cc1
46	-33%	4%[59 µM]	0%	25%	21%	-23%	12%	1%	-2%	CCOC(=O)Cc1csc(NC(=S)NC(=O)c2ccccc2Br)n1
47	9%	-3%[59 µM]	2%	23%	.	20%	49%[activator]	0%	-9%	COCCNC(=O)CN1CCC(NC(=O)Nc2ccccc2)CC1
48	-14%	-31%	i	74%[activator]	-6%	-20%	10%	7%	-5%	COc1ccc(C(=O)C2CCCN(C3Cc4ccccc4C3)C2)c(OC)c1 (configuration not stated)
49	-10%	.	i	102%[activator]	-10%	?	-17%	2%	-1%	O=C(NCCNc1ccc([N+](=O)[O-])cc1)c1ccco1
50	0%	6%	4%	27%	13%	-11%	29%	9%	-2%	O=C(c1ccc(CN2CCc3ccccc3C2)cc1)N1CCCCC1

Assay outcomes (PubChem)
